# PAFAH2 inh = inhibitors of human PAFAH2. recombinant PAFAH2, FP-rhodamine activity probe, fluorescence polarization. Q99487. 0.99% of 340,000 active. inhibition, % at 3.39 µM;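 active = inhibition above the mean over all tested compounds plus 3 SD, cut at about 30% in these data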;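 also: inhibitors block probe labeling of enzyme so polarization drops; 0% = enzyme with DMSO and 100% = wells lacking PAFAH2 protein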
# pPAFAH inh = pPAFAH (human) enzyme inhibition. inhibition, % at 3.39 µM. AID 463082. 1.5% of 330,000 active. Q13093. recombinant pPAFAH, FP-rhodamine probe fluorescence polarization;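 active = inhibition above the mean inhibition across the screen plus 3 SD, cut at about 25% in these data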;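 also: inhibitors block binding of the rhodamine activity-based probe so polarization drops; 0% = enzyme with DMSO and 100% = wells lacking pPAFAH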
# PAFAH1B2 FP inh = blocks human PAF acetylhydrolase 1b catalytic subunit 2. P68402. recombinant PAFAH1B2, FP-rhodamine activity probe, fluorescence polarization. inhibition, % at 3.39 µM. 1.2% of 340,000 active. AID 492953;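 active = inhibition above the mean of all tested compounds plus 3 SD, cut at about 24% in these data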;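 also: 0% = enzyme with DMSO and 100% = wells lacking PAFAH1B2; many of its hits are not listed in these tables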
# PAFAH1B3 inh = blocks human PAF acetylhydrolase 1B catalytic subunit 3 | 0.28% of 340,000 active | Q15102 | inhibition, % at 3.39 µM | recombinant PAFAH1B3, FP-rhodamine probe, fluorescence polarization | AID 492972;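 active = inhibition above the screen-wide average of all tested compounds plus 3 SD, cut at about 25% in these data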;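 also: 0% = enzyme with DMSO only and 100% = wells lacking PAFAH1B3 protein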
# GSTO1 inh = counter-screen for RBBP9 inhibitors: inhibitors of human GSTO1. P78417. recombinant GSTO1, activity-based probe fluorescence polarization. inhibition, % at 5.96 µM. 1.1% of 300,000 active. AID 1974;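 active = inhibition above the campaign mean inhibition plus 3 SD, cut at about 35% in these data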;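 also: 0% = GSTO1-1 with DMSO and 100% = wells lacking GSTO1-1 enzyme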
# Target sequence (P78417 whole entry, looked up): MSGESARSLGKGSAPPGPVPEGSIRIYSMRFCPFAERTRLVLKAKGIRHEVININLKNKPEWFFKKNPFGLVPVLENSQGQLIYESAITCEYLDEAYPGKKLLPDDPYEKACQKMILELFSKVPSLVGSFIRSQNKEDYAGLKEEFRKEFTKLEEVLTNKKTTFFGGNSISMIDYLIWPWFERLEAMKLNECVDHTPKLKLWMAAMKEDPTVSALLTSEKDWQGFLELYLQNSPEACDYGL
# PME-1 primary = PME-1 (human) inhibition; recombinant PME-1, FP-Rh probe fluorescence polarization; inhibition, % at 5.9 µM; Q9Y570; 0.53% of 320,000 active;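 active = inhibition above the campaign mean of all compounds plus 3 SD, cut at about 26% in these data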;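 also: competitive labeling of PME-1 active site by serine hydrolase directed probe; 0% = PME-1 with DMSO and 100% = wells lacking PME-1 enzyme; inhibitors block probe labeling so polarization falls and inhibition rises; many of its hits are not listed in these tables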
# Target sequence (Q9Y570 whole entry, looked up): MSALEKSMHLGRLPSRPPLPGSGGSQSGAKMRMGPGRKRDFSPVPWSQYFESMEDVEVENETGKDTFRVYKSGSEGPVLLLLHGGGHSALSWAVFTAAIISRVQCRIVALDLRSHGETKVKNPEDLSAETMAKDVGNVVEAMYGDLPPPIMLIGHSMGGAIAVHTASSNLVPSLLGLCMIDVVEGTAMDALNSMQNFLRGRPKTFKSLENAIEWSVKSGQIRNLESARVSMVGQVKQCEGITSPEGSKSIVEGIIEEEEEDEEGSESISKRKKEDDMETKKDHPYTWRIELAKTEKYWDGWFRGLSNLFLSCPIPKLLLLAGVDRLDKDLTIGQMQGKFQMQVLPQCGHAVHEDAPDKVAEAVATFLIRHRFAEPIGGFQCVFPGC
# PAD4 inh = inhibitors of human PAD4 | recombinant PAD4, RCA probe fluorescence polarization | Q9UM07 | 0.41% of 330,000 active | inhibition, % at 6.36 µM | AID 485272;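 active = percent inhibition above a cutoff equal to the mean of all tested compounds plus 3 SD, cut at about 15% in these data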;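 also: 0% = PAD4 with RCA probe and DMSO and 100% = probe without PAD4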
# LYPLA1 inh = blocks human lysophospholipase 1, a PME1 counter-screen. O75608. recombinant LYPLA1, FP-Rh probe fluorescence polarization. inhibition, % at 5.9 µM. 0.16% of 320,000 active. AID 2174;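 active = inhibition above the mean of all tested compounds plus 3 SD, set per campaign, cut at about 14% in these data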;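 also: inhibitors block serine hydrolase probe labeling of LYPLA1 so polarization falls; 0% = enzyme with DMSO and 100% = wells lacking LYPLA1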
# Target sequence (O75608 whole entry, looked up): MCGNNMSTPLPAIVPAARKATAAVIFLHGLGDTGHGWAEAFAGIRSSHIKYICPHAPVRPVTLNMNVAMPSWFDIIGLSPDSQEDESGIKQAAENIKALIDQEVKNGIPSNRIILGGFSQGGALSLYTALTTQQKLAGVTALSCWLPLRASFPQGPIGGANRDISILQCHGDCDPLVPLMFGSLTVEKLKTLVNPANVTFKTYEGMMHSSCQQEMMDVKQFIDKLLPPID
# LYPLA2 counter = counter-screen for PME1 inhibitors: inhibitors of human LYPLA2 | O95372 | recombinant LYPLA2, FP-Rh probe fluorescence polarization | inhibition, % at 5.9 µM | 0.38% of 320,000 active | AID 2177;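 active = inhibition above the screen-wide mean plus 3 SD, limit set per campaign, cut at about 26% in these data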;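 also: 0% = LYPLA2 with DMSO and 100% = wells lacking LYPLA2 enzyme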
# * marks the source's active call; other numbers are inactive results; x = not tested or not shown; & = joins results of further samples.
mol,PAFAH2 inh,pPAFAH inh,PAFAH1B2 FP inh,PAFAH1B3 inh,GSTO1 inh,PME-1 primary,PAD4 inh,LYPLA1 inh,LYPLA2 counter
CCOCCCNC(=O)C(NC(=O)Cc1cccs1)c1ccc(C)cc1 (stereo not given),2,2,1,7,7,-2,-3,0,4
CCOC(=O)c1ccc(S(=O)(=O)NNS(=O)(=O)c2ccc(C)cc2)cc1,5,-1,0,6,-8,0,-3,2,-2
Cc1ccc(S(=O)(=O)N2CC(O)C2)cc1,6,-2,3,4,2,2,2,3,0
CC(C)COC(=O)n1c(=O)oc2ccc(S(=O)(=O)N3CCCCC3)cc21,68*,16,3,-1,-6,-3,-2,0,5
CCN(CC)CCNCC(=O)Nc1ccc(Oc2ccccc2)cc1,-6,9,-1,-5,1,-11,0,0,-2
Cc1cccc(CC(=O)NC2CCN(C)CC2)c1,8,-4,5,12,-1,3,-6,4,0
O=C(Nc1nncs1)c1ccc(S(=O)(=O)c2ccccc2)cc1,4,6,20,4,4,-2,-6,1,4
COC(=O)c1cn(CC(=O)Nc2ccc(OC)cc2)c2ccccc12,-4,-1,1,2,-7,-4,1,-1,2
O=C(COC(=O)c1ccc(O)cc1)Nc1ccc2c(c1)OCCO2,78*,16,-5,5,x,x,-3,x,x
Cc1ccc(S(=O)(=O)NCC(=O)N(CC(=O)NCc2ccco2)Cc2cccs2)cc1,2,-2,3,3,-2,-4,2,-2,0
Cc1ccc(S(=O)(=O)N2CCOCC2)cc1C(=O)NNC(=O)c1ccoc1C,2,-1,4,5,-7,4,-4,2,0
O=C(CSc1ccc(-c2ccccc2)nn1)N1CCCc2ccccc21,2,-4,1,-2,5,0,-3,-3,-9
O=c1c2ccccc2nnn1CSc1nc2sc3c(c2c(=O)n1CC1CCCO1)CCC3 (stereo not given),2,-1,3,-9,8,-2,-1,1,7
CCn1c(SCC(=O)Nc2ccccc2C)nnc1-c1ccccc1O,2,-3,-1,2,-3,-1,-8,-1,1
Cc1ccc(S(=O)(=O)N(CC(=O)Nc2ccccc2C(=O)O)c2cccc(Cl)c2C)cc1,32*,-5,10,-10,-26,-8,1,-6,1
O=C(c1ccsc1)N1CCCC(N2CCOCC2)C1 (stereo not given),0,-1,-4,2,-1,-1,2,-4,-5
CCCOc1ccc(-c2c(C(=O)N/N=C/C3CCCCC3)nnn2-c2nonc2N)cc1,-1,-5,5,3,-2,-3,1,-2,0
CCOc1c(Br)cc(/C=C2/SC(=O)N(CC(=O)N3CCCC3)C2=O)cc1OC,1,-2,-5,0,3,1,-4,2,0
C/C(=N\NC(=O)Cn1ccc(C(F)(F)F)n1)c1ccc2c(c1)OCO2,10,8,8,8,-6,-1,-4,1,11
CCOC(=O)C1=C(C)NC(=O)NC1c1ccccc1Cl (stereo not given),-8,2,4,3,-3,1,-7,-2,-4
Cc1cc([N+](=O)[O-])nn1Cc1noc(C(=O)NCc2ccc3c(c2)OCO3)n1,-10,3,5,4,5,-3,6,5,-1
O=C(NCCc1ccccc1)C1CCN(C(=O)NCc2ccccc2)CC1,-11,4,4,-1,3,-2,2,4,-1
CCOC(=O)c1c(NC(=O)CN2C(=O)NC3(CCCCCC3)C2=O)sc(C)c1-c1ccc(C)cc1,0,0,3,1,0,-1,-4,-3,-6
CN(C/C(O)=C(\C#N)c1ccccc1)C1CCCCC1,8,1,1,-4,7,-4,-1,-4,-2
Cc1nc2sc3c(c2c(=O)o1)CCCC3,7,8,6,5,-4,0,0,-2,-3
COc1ccccc1OCC(=O)Nc1nc(C)c(C)s1,2,-1,0,5,-4,-5,1,1,-3
O=C(NCc1ccc(Cl)cc1)c1ccc(CNc2c(N3CCOCC3)c(=O)c2=O)cc1,-9,11,5,3,0,8,4,6,6
O=S1(=O)C[C@@H](N2CCOCC2)[C@H](N2CCOCC2)C1,2,0,6,3,-3,2,3,0,-5
COc1ccc(C(=O)NCCCc2nc3ccccc3n2Cc2ccccc2C)cc1OC,-4,1,2,-15,0,-1,5,-5,-6
NS(=O)(=O)c1ccc(N2N=C(c3ccccc3)CC2c2ccccc2Br)cc1 (stereo not given),0,11,2,3,x,x,2,x,x
Cc1ccc2c(ccc[n+]2CC(=O)c2ccccc2)c1,-13,-4,1,-1,8,-5,-5,-5,8
Cc1cccc(OCC(=O)N(C)CC(=O)Nc2cccc(F)c2)c1C,9,-1,7,16,x,4,-2,-3,-1
Cn1c(C(=O)NC2CCCC2)cc2c(=O)n(C)c3ccccc3c21,18,2,5,7,2,-3,3,0,-7
Cc1cc(OC(=O)c2cc(C(F)(F)F)cc(C(F)(F)F)c2)c([N+](=O)[O-])c(=O)[nH]1,6,1,-2,15,3,-1,0,5,5
CCN(C1CCS(=O)(=O)C1)S(=O)(=O)c1cccs1 (stereo not given),5,-4,-2,-4,8,4,-5,-2,-2
CCN(CC)c1ccc2c(C)cc(=O)oc2c1,2,5,3,6,x,2,-7,2,1
CCCOc1ccc(CSCCNC(=S)Nc2ccccc2)cc1,-1,12,1,4,-5,-2,3,-7,-8
CCCCCSc1nnc(-c2ccccc2NC(C)=O)c(=O)[nH]1,4,-1,-2,11,-8,-2,-9,4,-4
CCOC(=O)CCC(=O)Nc1ccc(S(=O)(=O)N2CCC(C)CC2)cc1,-4,0,21,1,-1,0,-5,-3,1
Cc1ccc(C)c(OCC(=O)Nn2c(C)nc3ccccc3c2=O)c1,-6,4,3,3,3,4,0,0,4
OCC1(Cc2ccc(Cl)cc2)CCN(Cc2ccc3nsnc3c2)CC1,-5,6,1,1,5,-4,-6,8,6
Cc1cc(C(=O)CN2C(=O)NC3(CCCC3)C2=O)c(C)n1-c1ccc2c(c1)OCO2,-2,15,-4,2,1,4,0,0,-1
N#CCN1CCN(CC(=O)Nc2ccc(OCc3ccccc3)cc2)CC1,8,3,2,8,13,-11,1,-7,-1
COc1ccc2nc(/N=C\N(C)C)sc2c1,-1,0,4,-2,6,2,1,0,5
COc1ccc(NS(=O)(=O)c2ccc3oc(SCC(N)=O)nc3c2)cc1,-10,21,6,8,17,-2,-2,-2,1
COC(=O)Nc1ccc(S(=O)(=O)N2CCCc3ccccc32)cc1,1,-3,1,-2,-10,-3,-4,-4,-1
C=CCN1CCN(C(=O)c2c(-c3ccccc3)noc2C)CC1,4,1,-3,0,2,-2,-3,-5,-2
CC(=O)n1nc2nc(C)cc(C)c2c1N,-3,2,2,1,5,-1,3,0,0
Brc1cc2[nH]cnc2c2ccccc12,4,3,3,14,8,-2,-7,-10,-6
Cc1c(C2(O)CCCCC2)[nH]c2cnccc12,-2,-3,-3,-5,x,-2,-4,-4,0

# (further entries)
mol,PAFAH2 inh,pPAFAH inh,PAFAH1B2 FP inh,PAFAH1B3 inh,GSTO1 inh,PME-1 primary,PAD4 inh,LYPLA1 inh,LYPLA2 counter
CCc1ccc(NC(=O)[C@H](Cc2c[nH]c3ccccc23)NC(=O)[C@@H]2Cc3ccccc3CN2)cc1,-7,2,2,2,4,0,-2,-2,2
O=C(NCC1CCCC(CNC(=O)N2CCc3ccccc32)C1)N1CCc2ccccc21 (stereo not given),13,12,10,9,-2,7,0,1,7
COc1ccc(CCC(=O)NCc2cnn(C)c2)cc1,-5,4,2,9,2,2,-2,2,5
CCCCCCc1cc2cc(S(=O)(=O)c3ccc(Cl)cc3)c(=O)oc2cc1O,15,12,7,4,3,-6,-5,0,1
Cc1ccnc(NC(=O)CNC(=O)c2ccc3c(c2)OCO3)c1,4,-4,-2,1,5,-4,1,4,2
CCOC(=O)C1CCCN(C(=O)c2cnn3c(C(F)(F)F)cc(-c4ccccc4)nc23)C1 (stereo not given),4,2,1,3,5,-1,0,-2,-2
COc1ccc(OC)c(NC(=O)CN2C(=O)COc3ccc(C)cc32)c1,2,2,7,8,4,4,1,5,3
O=C(CCNC(=O)c1ccc([N+](=O)[O-])cc1)NCCc1ccc(Cl)cc1,-1,15,10,-3,2,-12,0,1,4
O=S(=O)(c1ccc(-n2cnnn2)cc1)N(C1CCCCC1)C1CCCCC1,5,-9,8,7,-7,-1,3,-2,1
COc1cc2nc(N3CCN(C(=O)c4ccco4)CC3)nc(N)c2cc1OC,2,11&2,-2,4,8&-2,-1&7,-3&3,-1&13,-1&2
Cc1ccccc1NC(=O)CCCN1C(=O)C2CC=CCC2C1=O (stereo not given),8,4,8,4,-1,5,-5,1,-1
COc1ccccc1-c1c(C)nn2c(N3CCCCCC3)cc(C)nc12,-3,10,1,6,1,1,0,4,2
CC12CCC(C/C1=N/NC(=O)Nc1ccccc1)C2(C)C (stereo not given),7,-1,6,3,-3,0,-10,-2,2
O=C(NC1CCCCC1)C(c1ccc(O)c(O)c1)N(C(=O)Cn1nnc2ccccc21)c1cccc(O)c1 (stereo not given),1,10,1,10,36*,0,-1,-1,6
Cc1cc(C)cc(NC(=O)CSc2nc3[nH]c(=O)cc(O)c3s2)c1,9,6,4,-1,-2,3,-1,-9,-5
O=C(CSc1nnnn1-c1ccc(C(=O)O)cc1)NC1CCCCC1,-9,-1,10,0,6,-3,-4,-1,-1
Cc1cc(C)c(C)c(S(=O)(=O)N(C)C2CCN(C)CC2)c1C,7,5,1,5,3,1,-4,-2,2
CCOC(=O)/C(C#N)=C1/SC(CC)C(=O)N1c1ccc(Br)cc1 (stereo not given),-4,3,7,5,1,5,-1,-1,2
CCOc1ccc(-c2nnn(CC(=O)Nc3ccccc3OC)n2)cc1OCC,-9,3,-1,-45,-7,-5,-3,-2,1
O=C(Cn1cnc2ccccc21)N/N=C/c1ccccn1,-5,3,-4,4,7,-5,-7,1,4

# Limited to PAFAH1B3 inh, PAFAH1B2 FP inh and PME-1 primary, for some of the entries so far:
Structure	PAFAH1B3 inh	PAFAH1B2 FP inh	PME-1 primary
NS(=O)(=O)c1ccc(N2N=C(c3ccccc3)CC2c2ccccc2Br)cc1 (stereo not given)	3	2	x
Cc1ccc2c(ccc[n+]2CC(=O)c2ccccc2)c1	-1	1	-5

# More entries follow:
mol,PAFAH2 inh,pPAFAH inh,PAFAH1B2 FP inh,PAFAH1B3 inh,GSTO1 inh,PME-1 primary,PAD4 inh,LYPLA1 inh,LYPLA2 counter
Cc1ccc(C)c(NS(=O)(=O)c2ccc3[nH]c(=O)[nH]c3c2)c1,-9,11,2,5,-1,2,-1,-4,-4
CC(C)CN(C(=O)COC(=O)C12CC3CC(CC(C3)C1)C2)c1c(N)n(Cc2ccccc2)c(=O)[nH]c1=O,3,-3,10,9,-3,2,-6,-2,0
CCn1c(SCc2ccc(C#N)cc2)nnc1-c1ccc(S(=O)(=O)N2CCCCC2)cc1,-2,8,6,-1,0,-1,0,0,13
CCOc1ccc(CN(C(=O)c2cc3ccccc3oc2=O)C2CC2)cc1,5,-1,2,2,0,6,2,3,6
Cc1cnnc2c1-c1no[n+]([O-])c1CC2,12,2,2,7,-3,-4,0,2,3
COc1cccc(/C=N/n2c(SC)nnc2-c2ccccc2)c1O,4,7,-1,9,2,-4,-3,-1,-7
COc1ccc(CNc2nc3ccccc3n2CCN2CCCCC2)c(OC)c1,-2,1,-3,-7,-1,15,-3,4,-3
CCCCn1c(N)c(N(CCOC)C(=O)CCNC(=O)c2ccc(Cl)cc2)c(=O)[nH]c1=O,-10,1,5,10,3,3,2,3,3

# These rows are one share of the data. The share of hits here may be higher or lower than overall.
